ELG1 genotoxic – genotoxicity induction in ELG1-luciferase HEK293T cells | HEK293T ELG1-luciferase reporter, luminescence, 16 h | Potency, µM (top dose mostly 46 µM), for the others: at the top dose activity change, positive = activation, hits mostly activators | 1.3% of 330,000 active | AID 504466; also: potency is read from the fitted curve at half-maximal effect; % of control where 0% means no effect; nearly all actives have a fitted effect of over 60% in size
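Screening used a luciferase reporter fused to human ELG1 in HEK293T cells. Luminescence was read on a CCD plate imager after 16 hr exposure and 30 min ONE-Glo incubation.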
NPC1 promoter act – activates the NPC1 promoter; Huh7 NPC1 promoter luciferase reporter, 24 h; Potency, µM (series often up to 9.22 µM), without a hit: at the highest dose activation, most hits filed as activators; 2.4% of 320,000 active; AID 485313;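 also: potency is read from the fitted curve at half-maximal effect; % of control where 0% means no effect; nearly all actives have a fitted effect of over 60% in size; reporter is driven by a mutant NPC1 promoter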
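In 1536-well qHTS, Huh7 cells harboring an NPC1 promoter–luciferase construct received compound for 24 h; activation was quantified by luminescence following luciferase reagent addition.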
Coupling enz – inhibits coupling enzyme system, counter-screen for aldolase hits; coupling enzyme system counterscreen, AmpLite Red fluorescence; activity change, negative = inhibition, % at 58.2 µM, hits read low; 0.67% of 290,000 active; AID 2472; in the data active = activity change below about -30%; also: % is scaled to controls: 0 for no effect and ±100 for the full control effect
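First, compound is pin-transferred into glyceraldehyde-3-phosphate coupling-enzyme reagent at 57.5 uM final and held 10 min at RT. Next, substrate, coupling system and AmpLite Red are added. After 20 min RT, fluorescence (525/598 nm) is read.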
FLuc counter – inhibits or activates purified firefly luciferase, miR-21 counter-screen. P08659. purified FLuc, Km substrates, luminescence inhibition. AID 588342. 6.9% of 360,000 active. Potency, µM (top dose mostly 57.5 µM), without a hit: top-dose activity change, negative = inhibition, most hits filed as inhibitors;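 also: potency is read from the fitted curve at half-maximal effect; plate controls were vehicle for no effect and reference inhibitor for full effect; nearly all actives have a fitted effect of over 55% in size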
Target sequence (P08659 whole entry, looked up): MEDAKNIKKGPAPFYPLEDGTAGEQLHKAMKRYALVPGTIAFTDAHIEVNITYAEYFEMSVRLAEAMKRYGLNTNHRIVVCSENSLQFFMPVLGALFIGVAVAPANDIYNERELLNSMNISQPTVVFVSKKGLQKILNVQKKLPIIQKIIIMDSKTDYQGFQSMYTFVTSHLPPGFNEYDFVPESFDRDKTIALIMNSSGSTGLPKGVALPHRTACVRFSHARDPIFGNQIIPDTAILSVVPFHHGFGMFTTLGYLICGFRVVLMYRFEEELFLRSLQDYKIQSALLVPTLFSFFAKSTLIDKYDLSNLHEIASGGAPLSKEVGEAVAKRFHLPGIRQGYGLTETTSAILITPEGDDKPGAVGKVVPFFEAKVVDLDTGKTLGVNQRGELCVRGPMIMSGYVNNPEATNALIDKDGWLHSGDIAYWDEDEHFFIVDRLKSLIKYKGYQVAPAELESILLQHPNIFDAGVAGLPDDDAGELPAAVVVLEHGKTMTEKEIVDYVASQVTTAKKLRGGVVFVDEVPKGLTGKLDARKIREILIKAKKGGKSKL
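Purified P. pyralis luciferase, 10 nM final, with Km-level 10 uM D-luciferin and 10 uM ATP in 50 mM Tris acetate pH 7.5, 10 mM Mg acetate, 0.01% Tween-20, 0.05% BSA; 6-point qHTS titration about 60 µM downward; luminescence read.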
KCNH2 3.1 inh – blocks the human KCNH2 3.1 channel isoform | AID 720553 | 0.95% of 340,000 active | U2OS KCNH2 3.1, thallium flux FluxOr; active compounds read low | activity change, % (tested at about 1.8 µM);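 active = maximum activity change below -70%; inconclusive = maximum activity change from -70% to -50%; inactive = maximum activity change above -50%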;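 also: thallium influx rate constant from kinetic fluorescence after stimulation buffer; % is scaled to controls: 0 for no effect and ±100 for the full control effect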
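Channel expression came from 3.1 mutant virus (1.77 x 10^8 /mL) applied to suspended U2OS cells for 4 h. Flux was tracked with FluxOr dye plus Red40 quencher, and kinetic rate constants normalized to controls.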
VP16 counter – Gal4-VP16 reporter inhibition counter-screen | Drosophila S2 Gal4-VP16 UAS-luciferase, luminescence, 20 h | Potency, µM (doses to about 53.6 µM), for inactives: at the highest dose activity, negative = inhibition, actives largely listed as inhibitors | 3.5% of 310,000 active | AID 2546;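 also: Gal4-VP16 expression switched on by copper sulfate through the metallothionein promoter; potency is read from the fitted curve at half-maximal effect; % is scaled to controls: 0 for no effect and ±100 for the full control effect; nearly all actives have a fitted effect of over 50% in size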
RORg inh – ROR gamma (mouse) transcription inhibition; Drosophila S2 Gal4-RORgamma UAS-luciferase reporter, 20 h; 5.4% of 310,000 active; Potency, µM (doses to about 53.6 µM), without a hit: at the highest dose activity change, negative = inhibition, usual class: inhibitors; P51450; also: potency is read from the fitted curve at half-maximal effect; % is scaled to controls: 0 for no effect and ±100 for the full control effect; nearly all actives have a fitted effect of over 60% in size
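Compounds are pin-transferred onto Drosophila Schneider cells expressing a copper-inducible Gal4–ROR gamma transactivation domain fusion. After 1 hr, copper sulfate is added to 700 uM final; luciferase is read 20 hr later.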
Tb PFK inh – inhibitors of T. brucei phosphofructokinase | O15648 | T. brucei PFK, ADP-Glo luminescence | Potency, µM (doses to about 57.5 µM), for inactives: top-dose activity, negative = inhibition, most hits filed as inhibitors | 0.17% of 330,000 active;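 also: potency is read from the fitted curve at half-maximal effect; 0% = uninhibited 1x PFK enzyme wells and -100% = no-enzyme wells; nearly all actives have a fitted effect of over 60% in size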
Target sequence (O15648 whole entry, looked up): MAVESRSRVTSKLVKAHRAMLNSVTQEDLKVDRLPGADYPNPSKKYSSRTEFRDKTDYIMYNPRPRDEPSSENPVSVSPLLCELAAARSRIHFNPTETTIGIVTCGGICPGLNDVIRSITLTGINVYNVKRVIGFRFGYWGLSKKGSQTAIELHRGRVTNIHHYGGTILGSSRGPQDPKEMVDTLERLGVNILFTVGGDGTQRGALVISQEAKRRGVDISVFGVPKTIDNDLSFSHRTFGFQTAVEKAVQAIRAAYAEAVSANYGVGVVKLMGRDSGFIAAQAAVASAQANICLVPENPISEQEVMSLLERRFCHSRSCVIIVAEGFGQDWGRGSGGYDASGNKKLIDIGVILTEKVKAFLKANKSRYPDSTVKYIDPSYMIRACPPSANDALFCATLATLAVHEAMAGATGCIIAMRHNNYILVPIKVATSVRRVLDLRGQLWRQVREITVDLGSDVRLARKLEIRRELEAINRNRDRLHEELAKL
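1.25 nM PFK with 0.5 mM F6P and 0.1 mM ATP in 0.1 M TEA pH 8.0, 5 mM MgCl2, incubated 45 min at room temperature; ADP measured by ADP-Glo luminescence; compounds titrated up to 57 uM.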
Giardia killer – Giardia lamblia killing; Giardia lamblia trophozoite viability; AID 540267; activity change, % at 7.66 µM, hits read low; 0.15% of 340,000 active; in the data active = activity change below about -80%; inconclusive = between about -30% and that limit;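 also: parasites exposed to compound for two days anaerobically before the ATP read; % is scaled to controls: 0 for no effect and ±100 for the full control effect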
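Killing of trophozoites was scored by loss of ATP luminescence after a 48 hrs anaerobic exposure to compounds at 37 deg C, using 100 cells per well.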
uPA generation – inhibitors of cell surface uPA generation; cell surface uPA generation assay, qHTS; Potency, µM (titrated, usually from 38.3 µM), for the others: at the highest dose activity change, negative = inhibition, usual class: inhibitors; 0.31% of 330,000 active; AID 540303; active = well fitted inhibition curve with a large enough effect; inconclusive = small, poorly fitted or top-dose-only effect; inactive = no such curve, though single readings can be large or run the other way; tested in mouse RAW 264.7 cells; also: potency is read from the fitted curve at half-maximal effect; % is scaled to controls: 0 for no effect and ±100 for the full control effect; nearly all actives have a fitted effect of over 55% in size
Rab9 promoter act – activators of Rab9 promoter; Potency, µM (titrated, usually from 9.22 µM), inactives show at the highest dose activation, negative = inhibition, most hits filed as activators; 2.8% of 320,000 active; Huh7 Rab9 promoter-luciferase reporter, luminescence, 24 h; also: potency is read from the fitted curve at half-maximal effect; % of control where 0% means no effect; nearly all actives have a fitted effect of over 60% in size
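Steps: seed 1500 Huh7 Rab9-luc cells per well, rest 2 h at 37 °C; add compound in DMSO; incubate 24 h; add luciferase reagent, 10 min ambient; read luminescence.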
An asterisk follows results filed as active; u = inconclusive; x = not tested or not shown; & = joins results of further samples; [ ] = another dose, or the depositor's remark. Unless noted, calls follow the shape of the dose curve; as a rule, active = well fitted curve in the direction sought with a large enough effect; inconclusive = small, poorly fitted or top-dose-only effect, or another doubt; inactive = no such curve, though single readings can be large; an effect the other way counts as inactive or inconclusive.

Molecule	ELG1 genotoxic	NPC1 promoter act	Coupling enz	FLuc counter	KCNH2 3.1 inh	VP16 counter	RORg inh	Tb PFK inh	Giardia killer	uPA generation	Rab9 promoter act
COc1ccc(C)cc1N(C(=O)c1ccc(F)cc1)c1nc2ccccc2s1	-7%	0%	-1	-10%	3	-2%	0%	-2%	-19	-5%	-1%
COc1ccccc1N(C(=O)CN1C(=O)c2ccccc2S1(=O)=O)C(C(=O)NCC1CCCO1)c1ccc(F)cc1 (centres undefined)	0%	-1%	6	0%	-3	-6%	13%	-2%	9	-4%	-1%
COc1ccc(C(=O)Nc2cccc(C(C)=O)c2)cc1OC	18%	18%	3	u	-2	u	36%	3%	-3	x	7%
CCOc1cc(NC(=S)N2CCC(C(N)=O)CC2)c(C(=O)OC)cc1OCC	4%	-2%	0	0%	28	0%	-14%	1%	-6	-3%	0%
C#CCOCCOCCOCCNc1nc(N2CCN(C(=O)[C@H](Cc3ccc(O)cc3)n3cc([C@@H](N)C(C)CC)nn3)CC2)nc(N2CCN(C(=O)[C@H](CCCCN)n3cc([C@@H](N)CC(C)C)nn3)CC2)n1 (some centres undefined)	4%	0%	1	-1%	x	1%	4%	-3%	x	x	0%
COc1cccc(OC)c1C(=O)Nc1ccc(N2CCCC2)cc1	0%	-5%	-1	2%	-3	0%	-20%[1.91 µM]	0%	-19	0%	-2%
COc1cc(-c2ccc3c(=O)c4ccccc4sc3c2)cc(OC)c1OC	9%	x	x	x	19	x	x	5%	0	1%	x
O=C(COC(=O)c1ccc(S(=O)(=O)NCc2ccco2)cc1)Nc1ccc(Cl)cn1	-1%	-3%	0	5%	-9	16%	-4%	4%	-10	-1%	-13%
C=C(C)n1c(=O)n(Cc2ccccc2C)c2ccccc21	-3%	2%	8	0%	-2	5%	42%	5%	3	4%	-27%
CC(Oc1ccccc1)C(=O)N=C1SC2CS(=O)(=O)CC2N1Cc1ccc(F)cc1 (centres undefined)	0%	-4%	x	2%	1	3%	8%	-3%	12	5%	7%
Cc1nn(CC(=O)O)c2ccccc12	0%	-2%	3	1%	5	2%	0%	2%	23	14%	-1%
Cc1cccc(NC(=O)CC(C)S(=O)(=O)c2ccc3c(c2)NC(=O)CO3)c1C (centres undefined)	-13%	1%	x	1%	-2	-11%	11%	-18%	4	13%	0%
Cc1cc(C)nc(NS(=O)(=O)c2ccc(NC(=O)c3ccc(S(=O)(=O)N(C)C)cc3)cc2)n1	-3%	-5%	3	4%	-9	8%	-21%[1.91 µM]	0%	-4	10%	-5%
COCCNc1nc(-c2cc(-c3ccccc3)on2)cc(C(C)C)n1	-4%	-7%	-5	-15%	x	-2%	-28%	1%	8	20%	-1%
COc1ccc(C(=O)N/C(=C\c2cn(C)c3ccccc23)C(=O)OCC(C)C)cc1	1%	-2%	-2	0%	-37	u	24%	1%	-1	-12%	-2%
CCN(CCNC(=O)Cn1cc2c(n1)CCCC2)c1ccccc1	-11%	1%	0	-1%	7	-3%	13%	-3%	39[activator]	7%	-1%
CCCc1ccc(S(=O)(=O)N/N=C\c2ccc3c(c2)OCO3)cc1	2%	-3%	1	4%	7	-12%	4%	2%	7	2%	3%
COC(=O)[C@H](CC(C)C)NS(=O)(=O)N[C@@H](CC(C)C)C(=O)OC	0%	-6%	x	-2%	0	x	x	-3%	25	-4%	-3%
Cc1cccc(C)c1OCc1nnc(SCC(=O)Nc2cccc(C(=O)N3CCOCC3)c2)n1C	-2%	1%	1	4%	-1	-14%	8%	4%	0	-4%	1%
CCN(C1CCCCC1)S(=O)(=O)c1ccc(S(=O)(=O)NCCc2ccncc2)cc1	-7%	-2%	-2	1%	-2	-8%	u	1%	6	2%	16%
Cc1cc(N(C)C)c(C#N)c(=O)[nH]1	-2%	0%	3	-1%	19	7%	-3%	19%	5	-3%	1%
O=C(CCc1ccc(S(=O)(=O)NC2CCCCC2)cc1)N(Cc1ccccc1)Cc1ccccc1	-4%	1%	0	0%	17	-10%	38%	6%	7	-6%	4%
CCOC(=O)c1cnc2c(C)cccc2c1NCCc1ccc(OC)c(OC)c1	-26%	-1%	-2	-4%&-11%	-15	-12%	4%	-3%	5	1%	-12%
C[C@@H](c1ccccc1)N1Cc2ccccc2Oc2cc(Br)ccc2S1(=O)=O	-3%	x	x	x	-21	x	x	2%	-20	-20%	x
Cc1ccc(CC(=O)NC(C)CCc2ccccc2)cc1 (centres undefined)	0%	-1%	3	0%	-30	4%	26%	-2%	-17	-3%	2%
Cc1nc2ccccc2c2oc(C(=O)Nc3ccc4c(c3)OCCO4)cc12	-3%	12%	-7	15µM*	0	10%	2%	-7%	30	32%[activator]	-1%
CC(C)(C)OC(=O)CN1C(=O)C(Sc2n[nH]c(-c3ccccc3)n2)CCc2ccccc21 (centres undefined)	-8%	1%	0	-1%	4	u	u	0%	0	20%	-1%
COc1ccc(NS(=O)(=O)c2cccc(C(=O)NN=Cc3ccc(OC)cc3OC)c2)cc1	1%	x	x	x	-11	x	x	0%	-22	-11%	x
Cc1ccc(C2=NN(C(=O)c3cccs3)C(c3ccccc3O)C2)cc1 (centres undefined)	x	-1%	-1	-11%	5	-12%	0%	-2%	4	4%	-2%
COc1ccc(C(=O)Nc2ccnn2C2CCN(C(=O)CCC(F)(F)F)CC2)cc1	0%	-1%	0	-13%	7	2%	-2%	-10%	-26	-6%	13%
CCCCN1C(=S)SC(C)(C)C1/[N+]([O-])=C/c1cccnc1 (centres undefined)	0%	-4%	3	2%	7	-1%	3%	0%	-16	4%	4%
N#Cc1sc(C(N)=O)c(-c2ccccc2)c1-c1ccccc1	0%	1%	0	-3%	9	8%	-16%	-1%	u	-1%	-5%
O=C1NC(=O)/C(=C/c2ccccc2OCc2ccccc2)S1	0%	-9%	11	u	9	u	u	4%	-7	-1%	0%
CC#CCN(CC#CC)S(=O)(=O)c1ccc(-n2cnnn2)c(OC)c1	0%	1%	-2	6%	-9	1%	22%	1%	22	-2%	-5%
CC1(C)CC(=O)C(CC(=O)Nc2cc(C(F)(F)F)ccc2Cl)C(=O)C1	-1%	-5%	0	u	7	-9%	0%	6%	-4	-3%	0%
Cn1c(N)c(C(=O)COC(=O)C2CC(O)CN2S(=O)(=O)c2ccc(Cl)cc2)c(=O)n(C)c1=O (centres undefined)	1%	2%	-2	6%	-10	-1%	-11%	2%	-10	0%	-2%
CCN1C(=O)c2ccc(C(=O)O)cc2C1=O	1%	-1%	3	-1%	4	4%	-23%	-3%	-1	-3%	-2%
CC(=O)Nc1ccc(N2CCOCC2)c([N+](=O)[O-])c1	-3%	-6%	-1	1%	15	-5%	-24%	9%	-9	-2%	2%
CCOC(=O)c1c(NC(=S)Nc2ccccc2C)sc2c1CCC2	5%	-2%	0	12%	10	5.6µM*	3.5µM*	-5%	-3	-32%	-2%
CC1(c2nnc(Cc3ccccc3)o2)CC(c2ccccc2F)=NO1 (centres undefined)	-1%	2%	x	4%	-10	x	x	0%	-2	5%	-4%
O=C(NCC(c1ccco1)N1CCOCC1)c1cccc(Cl)c1 (centres undefined)	0%	-1%	x	3%	-3	x	x	-15%	u	-5%	-2%
CC(C)CC(=O)Nc1ccccc1N1CCN(c2ccccc2)CC1	-2%	-5%	0	0%	-2	-6%	11%	-3%	-10	1%	-1%
C[n+]1nc(Nc2cccc3ccccc23)sc1-c1ccc(C(=O)O)cc1	5%	15%	1	-2%	x	29%	u	0%	x	x	10%
Nc1ccccc1C(=O)Nc1cccc2ccccc12	u	3.2µM*	-11	19µM*	6	24%	22%	0%	5	1%	2.8µM*
Cc1cccc(NC(=O)C2(C)CC3c4ccccc4C2c2ccccc23)c1 (centres undefined)	0%	-3%	1	0%	45	u	-14%	-1%	6	-3%	0%
CCC(C)NS(=O)(=O)c1ccc(NC(C)=O)cc1 (centres undefined)	3%	0%	3	1%	-9	6%	0%	2%	3	-4%	-3%
CCC(=O)c1ccc(OCC(=O)NNC(=O)c2cc(C)oc2C)cc1	-2%	1%	x	7%	-4	x	x	4%	-10	1%	1%
CC1CCc2nc(NC(=O)C3CC3)sc2C1 (centres undefined)	16%	u	0	24µM*	-13	19%	31%	-4%	17	-7%	u
